Assay outcomes (PubChem)
Cy5 interf NS3h: enhances or quenches Cy5 fluorescence in NS3h assay | Cy5-dT15 DNA with NS3h, fluorescence interference; actives lie on both sides; signal over control mean, under 1 quenches | fluorescence interference ratio at 100 µM | 16,000 compounds, 6% hits;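 active = compound fluorescence over control fluorescence at most 0.8, a quencher, or at least a set upper limit, an enhancer; inactive = ratio between 0.8 and the set upper limit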
NS3h inh CB: blocks HCV NS3 helicase binding to DNA; 16,000 compounds, 1.6% hits; AID 687043; NS3h Cy5-dT15 DNA binding, fluorescence polarization; inhibition, % at 100 µM;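 active = inhibition above the average over every tested compound plus 3 SD, cut at about 40% in these data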
Numbers without * were called inactive.

Screening CCc1nnc(NS(=O)(=O)c2ccc(NC(=S)NC(=O)/C=C/c3ccc(C(C)C)cc3)cc2)s1 returned Cy5 interf NS3h 0.92 and NS3h inh CB 44*.
CC(N/C=C1/CC(=O)NC1=O)c1ccccc1 (centres undefined) was read as Cy5 interf NS3h 0.98 and NS3h inh CB 18.
`CCOc1cc(C=O)ccc1OCc1ccccc1F` gave Cy5 interf NS3h 0.98 and NS3h inh CB 5.
Screening CN1C(=O)C(=Cc2cc([N+](=O)[O-])cc(Br)c2O)C(=O)N(C)C1=O returned Cy5 interf NS3h 0.88 and NS3h inh CB 30.
For CSc1ccccc1NC(=O)c1nn2c(c1Br)NC(c1cccs1)CC2C(F)(F)F (centres undefined) the results were Cy5 interf NS3h 0.74* and NS3h inh CB 9.
Cc1ccc(OCc2nc(-c3cccnc3)no2)c(Br)c1 was read as Cy5 interf NS3h 1 and NS3h inh CB 14.
`CC(=O)COc1cc(C)cc2oc(=O)cc(-c3ccccc3)c12` gave Cy5 interf NS3h 1.1 and NS3h inh CB 6.
Screening CN1C(=O)/C(=C\c2ccc(OCCOc3ccc([N+](=O)[O-])cc3)cc2)SC1=S returned Cy5 interf NS3h 1.2 and NS3h inh CB 8.
For COc1ccc(Cl)cc1N(CC(=O)NCc1ccncc1)S(=O)(=O)c1ccc(C)cc1 the results were Cy5 interf NS3h 0.95 and NS3h inh CB 2.
`Cc1cccc(-n2ncc3c(N4CCOCC4)ncnc32)c1` gave Cy5 interf NS3h 1.1 and NS3h inh CB 9.
`COc1ccc(NC(=O)C2CC(=O)N(c3ccc(Br)cc3)C2)c(OC)c1` (centres undefined) gave Cy5 interf NS3h 0.94 and NS3h inh CB 4.
For COc1ccc(O)c(-c2cc(-c3ccccc3C)[nH]n2)c1 the results were Cy5 interf NS3h 0.9 and NS3h inh CB 26.
`O=C(NCCc1ccccc1)c1nn2c(c1Br)NC(c1cccs1)CC2C(F)(F)F` (centres undefined) gave Cy5 interf NS3h 0.54* and NS3h inh CB 4.
For OC(c1ccccc1)c1nc2ccccc2s1 (centres undefined) the results were Cy5 interf NS3h 1 and NS3h inh CB 1.
`O=[N+]([O-])c1ccc(N2CCN(S(=O)(=O)c3ccccc3)CC2)cc1Sc1cccc2cccnc12` gave Cy5 interf NS3h 0.97 and NS3h inh CB 14.
For CCOC(=O)C1=C(c2ccccc2)N=c2s/c(=C\c3ccc(O)c(OC)c3)c(=O)n2C1c1ccccc1OC (centres undefined) the results were Cy5 interf NS3h 0.99 and NS3h inh CB 23.
Screening CN(C)C(=O)c1sc2ccccc2c1Cl returned Cy5 interf NS3h 1 and NS3h inh CB 2.
`COC(=O)c1ccc(OCc2cc(C(=O)OC)oc2C)cc1` gave Cy5 interf NS3h 1 and NS3h inh CB 8.
Screening Cc1cccc(/C=C2\C(=O)NN(c3ccccc3)C2=O)c1 returned Cy5 interf NS3h 0.92 and NS3h inh CB 24.
O=Cc1ccc(OC(=O)c2ccc(I)cc2)cc1 was read as Cy5 interf NS3h 1 and NS3h inh CB -7.

3 compounds out of the list, arranged by heavy-atom count, ascending:
`Cc1cccc(-n2ncc3c(N4CCOCC4)ncnc32)c1` gave Cy5 interf NS3h 1.1 and NS3h inh CB 9.
`O=C(NCCc1ccccc1)c1nn2c(c1Br)NC(c1cccs1)CC2C(F)(F)F` (centres undefined) gave Cy5 interf NS3h 0.54* and NS3h inh CB 4.
`O=[N+]([O-])c1ccc(N2CCN(S(=O)(=O)c3ccccc3)CC2)cc1Sc1cccc2cccnc12` gave Cy5 interf NS3h 0.97 and NS3h inh CB 14.

Next part
COc1ccc(/C=C2\C(=O)NC(=O)N(c3ccc(Cl)cc3)C2=O)cc1C(=O)O was read as Cy5 interf NS3h 1 and NS3h inh CB 30.
Screening O=C(CCC(NC(=O)OCc1ccccc1)C(=O)OCc1ccccc1)Oc1ccc([N+](=O)[O-])cc1 (centres undefined) returned Cy5 interf NS3h 0.88 and NS3h inh CB 10.
Screening O=C(Nc1ccccc1)Nc1nnc(SCc2ccc(Cl)cc2Cl)s1 returned Cy5 interf NS3h 1 and NS3h inh CB 7.
CCOc1cc(C(=O)Nc2cccc(NC(C)=O)c2)cc(OCC)c1OCC was read as Cy5 interf NS3h 0.95 and NS3h inh CB 6.
For COc1ccc(OC)c(NC(=S)NC(=O)c2ccco2)c1 the results were Cy5 interf NS3h 1 and NS3h inh CB -6.
`Cc1ccc(C(=O)N/C(=C\c2cccc([N+](=O)[O-])c2)C(=O)NCC(C)C)cc1` gave Cy5 interf NS3h 0.94 and NS3h inh CB 14.
Screening Cc1c(N(C(=O)c2ccc(Cl)cc2)C(C)C)c(=O)n(-c2ccccc2)n1C returned Cy5 interf NS3h 1.1 and NS3h inh CB 4.
For CC(Cc1ccccc1)C(=O)Nc1ccc(Cl)cc1 (centres undefined) the results were Cy5 interf NS3h 0.95 and NS3h inh CB 3.
COc1ccc(N(CC(=O)Nc2ccccc2Br)S(C)(=O)=O)c(OC)c1 was read as Cy5 interf NS3h 0.98 and NS3h inh CB 7.
CCc1ccccc1NC(=O)/C(=C/c1ccccc1)c1ccccc1 was read as Cy5 interf NS3h 0.61* and NS3h inh CB 14.
Screening Cc1cccc(N2CC(=O)NC2=Nc2nc(C)cc(C)n2)c1 returned Cy5 interf NS3h 0.91 and NS3h inh CB 1.
Screening NC1=NC(=O)/C(=C/c2cc(Br)ccc2OCc2ccccc2)S1 returned Cy5 interf NS3h 1 and NS3h inh CB -4.
For CCOC(=O)CN1C(C)=Nc2ccc(Br)cc2C1c1ccccc1 (centres undefined) the results were Cy5 interf NS3h 1 and NS3h inh CB 0.
N/C(Cc1ccc([N+](=O)[O-])cc1)=N/OC(=O)COc1ccc2ccccc2c1 was read as Cy5 interf NS3h 1 and NS3h inh CB 13.
O=[N+]([O-])c1cc(S(=O)(=O)Nc2ccc(Cl)cc2)ccc1Cl was read as Cy5 interf NS3h 0.96 and NS3h inh CB 13.
`CS(=O)(=O)N1CCN(Cc2ccncc2)CC1` gave Cy5 interf NS3h 0.68* and NS3h inh CB -12.
COc1ccccc1NC(=O)COc1ccc(C)c(C)c1 was read as Cy5 interf NS3h 0.89 and NS3h inh CB 12.
Screening COc1ccccc1C1C(=C(O)c2ccccc2)C(=O)C(=O)N1c1cccc([N+](=O)[O-])c1 (centres undefined) returned Cy5 interf NS3h 0.99 and NS3h inh CB 10.
For CC1CCCC(C)N1C(=O)c1nn2c(c1Cl)NC(c1ccc(Cl)cc1)CC2C(F)(F)F (centres undefined) the results were Cy5 interf NS3h 0.95 and NS3h inh CB 3.
For O=C1c2cccc3c([N+](=O)[O-])ccc(c23)C(=O)N1Cc1cccnc1 the results were Cy5 interf NS3h 1 and NS3h inh CB 19.

Structural class, those above with an aryl thioether with sulfur outside any ring
For CSc1ccccc1NC(=O)c1nn2c(c1Br)NC(c1cccs1)CC2C(F)(F)F (centres undefined) the results were Cy5 interf NS3h 0.74* and NS3h inh CB 9.
`O=[N+]([O-])c1ccc(N2CCN(S(=O)(=O)c3ccccc3)CC2)cc1Sc1cccc2cccnc12` gave Cy5 interf NS3h 0.97 and NS3h inh CB 14.
Screening O=C(Nc1ccccc1)Nc1nnc(SCc2ccc(Cl)cc2Cl)s1 returned Cy5 interf NS3h 1 and NS3h inh CB 7.

6 compounds picked at random from those above:
Screening Cc1c(N(C(=O)c2ccc(Cl)cc2)C(C)C)c(=O)n(-c2ccccc2)n1C returned Cy5 interf NS3h 1.1 and NS3h inh CB 4.
For COc1ccc(OC)c(NC(=S)NC(=O)c2ccco2)c1 the results were Cy5 interf NS3h 1 and NS3h inh CB -6.
`COc1ccc(NC(=O)C2CC(=O)N(c3ccc(Br)cc3)C2)c(OC)c1` (centres undefined) gave Cy5 interf NS3h 0.94 and NS3h inh CB 4.
For COc1ccc(O)c(-c2cc(-c3ccccc3C)[nH]n2)c1 the results were Cy5 interf NS3h 0.9 and NS3h inh CB 26.
Screening CCc1nnc(NS(=O)(=O)c2ccc(NC(=S)NC(=O)/C=C/c3ccc(C(C)C)cc3)cc2)s1 returned Cy5 interf NS3h 0.92 and NS3h inh CB 44*.
For COc1ccc(Cl)cc1N(CC(=O)NCc1ccncc1)S(=O)(=O)c1ccc(C)cc1 the results were Cy5 interf NS3h 0.95 and NS3h inh CB 2.

Continued.
CCOC(=O)c1c(-c2ccccc2)oc2cc(Br)c(OC(C)C(=O)OC)cc12 (centres undefined) was read as Cy5 interf NS3h 0.87 and NS3h inh CB 10.
Screening CCOC(=O)C1=C(c2ccccc2)N=c2s/c(=C\c3ccco3)c(=O)n2C1c1cccs1 (centres undefined) returned Cy5 interf NS3h 1 and NS3h inh CB -15.
Screening O=C(Nc1nc2ccc([N+](=O)[O-])cc2s1)c1cccc(F)c1 returned Cy5 interf NS3h 0.93 and NS3h inh CB -4.
Screening COc1cc(-c2c(C#N)c(N)nc(SC)c2C#N)cc(OC)c1OC returned Cy5 interf NS3h 1.1 and NS3h inh CB 9.
Screening O=C1NC(=S)N(c2ccc(F)cc2)C(=O)C1=Cc1ccc([N+](=O)[O-])s1 returned Cy5 interf NS3h 0.88 and NS3h inh CB 43*.
For C=CCNC(=O)c1ccc(-c2ccc([N+](=O)[O-])cc2C)o1 the results were Cy5 interf NS3h 1 and NS3h inh CB 3.
`O=C(NCCc1ccccc1)c1nn2c(c1Cl)NC(c1ccc(Cl)cc1)CC2C(F)(F)F` (centres undefined) gave Cy5 interf NS3h 0.92 and NS3h inh CB -1.
For Cc1ccc(C(C)C)c(OCCOc2ccc(/C=C3/SC(=S)N(C)C3=O)cc2)c1 the results were Cy5 interf NS3h 1 and NS3h inh CB -2.
For CCN(CC)c1ccc(C(=O)Nc2ccccc2F)cc1 the results were Cy5 interf NS3h 0.96 and NS3h inh CB 23.
`CCOC(=O)N/N=C(/C)C12CC3CC(CC(C3)C1)C2` gave Cy5 interf NS3h 1.1 and NS3h inh CB -2.
For Cc1ccc(N2C(=O)C=CC2=O)c(Br)c1 the results were Cy5 interf NS3h 1 and NS3h inh CB 76*.
For Clc1ccc(C(Sc2ncn[nH]2)c2ccccc2)cc1 (centres undefined) the results were Cy5 interf NS3h 0.95 and NS3h inh CB 20.
`CCOc1ccccc1NC(=O)CCN1C(=O)c2ccccc2C1=O` gave Cy5 interf NS3h 1 and NS3h inh CB 20.
O=C(Cc1ccc(Cl)cc1)NNS(=O)(=O)c1ccccc1 was read as Cy5 interf NS3h 1.1 and NS3h inh CB 9.
`Cc1ccc(S(=O)(=O)N2CCN(Cc3ccccc3[N+](=O)[O-])CC2)cc1` gave Cy5 interf NS3h 0.97 and NS3h inh CB 4.
Screening Fc1ccccc1CN1CCN(Cc2cccnc2)CC1 returned Cy5 interf NS3h 1 and NS3h inh CB -1.
Screening CCn1nnnc1-c1ccc(OC)c(S(=O)(=O)NCCc2ccccc2)c1 returned Cy5 interf NS3h 0.87 and NS3h inh CB 15.
CN(C)c1cccc(NC(=O)CCc2ccccc2)c1 was read as Cy5 interf NS3h 0.97 and NS3h inh CB 2.
`CCCN1C(=O)c2ccccc2NC1c1ccc2c(c1)OCO2` (centres undefined) gave Cy5 interf NS3h 0.9 and NS3h inh CB -4.
CCNC(=O)NC1C(NC(=O)NCC)N(C)C(=O)N1C (centres undefined) was read as Cy5 interf NS3h 1 and NS3h inh CB 2.
Screening O=C(/C=C/c1ccc(-c2ccc(Cl)cc2Cl)o1)c1ccc(F)cc1 returned Cy5 interf NS3h 1.1 and NS3h inh CB 13.
NC(=O)c1ccc(NC(=O)Nc2cccc3ccccc23)cc1 was read as Cy5 interf NS3h 1 and NS3h inh CB 3.
`N/C(=N/OC(=O)c1ccc(Cl)cc1Cl)c1ccc(Cl)cc1` gave Cy5 interf NS3h 1 and NS3h inh CB 9.
Screening O=S(=O)(Nc1nc2ccccc2nc1-n1cnc2ccccc21)c1ccccc1 returned Cy5 interf NS3h 0.94 and NS3h inh CB 7.
COc1ccccc1N(C(=O)C(Cl)(Cl)Cl)C1C=CS(=O)(=O)C1 (centres undefined) was read as Cy5 interf NS3h 1 and NS3h inh CB -2.
C=CCc1ccccc1OCCOc1ccc(Br)cc1/C=C1/SC(=S)N(C)C1=O was read as Cy5 interf NS3h 1.1 and NS3h inh CB 2.
COc1cc(/C=c2\sc3nc4ccccc4n3c2=O)ccc1OCCOc1ccc(C(C)(C)C)cc1 was read as Cy5 interf NS3h 1 and NS3h inh CB 1.
`O=C(CC1S/C(=N/N=C\c2ccccc2)NC1=O)Nc1ccc(Cl)cc1Cl` (centres undefined) gave Cy5 interf NS3h 1.1 and NS3h inh CB -13.
Cc1c(NC(=O)c2cc3n(n2)C(C(F)(F)F)CC(c2ccc(Cl)c(Cl)c2)N3)c(=O)n(-c2ccccc2)n1C (centres undefined) was read as Cy5 interf NS3h 0.96 and NS3h inh CB 9.
COc1ccccc1C1C(=C(O)c2ccccc2)C(=O)C(=O)N1c1cccc(Cl)c1 (centres undefined) was read as Cy5 interf NS3h 0.95 and NS3h inh CB -5.
`O=C(NCc1ccc2c(c1)OCO2)c1ccco1` gave Cy5 interf NS3h 0.74* and NS3h inh CB 15.
Screening O=C1Nc2ccc(Br)cc2/C1=C/C(=O)c1ccc(Cl)cc1 returned Cy5 interf NS3h 1.2 and NS3h inh CB 19.
For COc1ccc(C)cc1NC(=O)c1cccnc1 the results were Cy5 interf NS3h 1.1 and NS3h inh CB -9.
`O=C(Nc1ccc(Br)cn1)c1cc(F)c(F)cc1Cl` gave Cy5 interf NS3h 0.97 and NS3h inh CB 17.
Screening COc1ccc(-c2nc3cc(NC(=O)C(C)C)ccc3o2)cc1OC returned Cy5 interf NS3h 1 and NS3h inh CB -6.
COc1ccc(N(CC(=O)Nc2ccc(I)cc2)S(=O)(=O)c2ccccc2)cc1 was read as Cy5 interf NS3h 1.1 and NS3h inh CB 16.
COc1cc(C(=O)Nc2ccc(N(C)C)cc2)c([N+](=O)[O-])cc1OC was read as Cy5 interf NS3h 0.94 and NS3h inh CB 11.
`CCOC(=O)c1ccc(N2NC(=O)/C(=C/c3cc(OC)c(O)c(OC)c3)C2=O)cc1` gave Cy5 interf NS3h 0.96 and NS3h inh CB 14.
CCOc1cc(C2C(=C(O)c3ccc(C)cc3)C(=O)C(=O)N2c2nncs2)ccc1O (centres undefined) was read as Cy5 interf NS3h 0.94 and NS3h inh CB 3.
